# Assay outcomes as filed in PubChem BioAssay.
# TAAR1 ag: human TAAR1 agonism | CHO RD-HGA16 TAAR1, Fluo-8 calcium fluorescence; vehicle wells 0%, saturating PEA agonist 100% | activation, % at 3 µM | 0.99% of 360,000 active | AID 624467;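 active means activation above the mean activation of all test compounds in the run plus 3 SD, cut at about 38% in these data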
#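 Repeats: no replicates (n 1) | Material: CHO-derived RD-HGA16 cells with stable Gα16 and human TAAR1 | Technique: Kinetic Fluo-8 calcium fluorescence | Schedule: 17-24 h seeding, 75 min 37 °C dye, 30 min RT | Evaluation: % activation from peak over basal fluorescence ratio, DMSO-to-PEA scaled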
# CHRM5 antagonist: antagonists of human muscarinic M5 receptor (CHRM5) | P08912 | CHO-hM5 cells, Fluo-8 calcium fluorescence, ACh EC80 | inhibition, % at 3 µM | 0.59% of 360,000 active;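 active means inhibition above a per-plate cutoff, the mean of that plate's test compounds plus 3 SD, cut at about 27% in these data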;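 further: 0% = acetylcholine EC80 with DMSO and 100% = DMSO without agonist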
# Target sequence (P08912 whole entry, looked up): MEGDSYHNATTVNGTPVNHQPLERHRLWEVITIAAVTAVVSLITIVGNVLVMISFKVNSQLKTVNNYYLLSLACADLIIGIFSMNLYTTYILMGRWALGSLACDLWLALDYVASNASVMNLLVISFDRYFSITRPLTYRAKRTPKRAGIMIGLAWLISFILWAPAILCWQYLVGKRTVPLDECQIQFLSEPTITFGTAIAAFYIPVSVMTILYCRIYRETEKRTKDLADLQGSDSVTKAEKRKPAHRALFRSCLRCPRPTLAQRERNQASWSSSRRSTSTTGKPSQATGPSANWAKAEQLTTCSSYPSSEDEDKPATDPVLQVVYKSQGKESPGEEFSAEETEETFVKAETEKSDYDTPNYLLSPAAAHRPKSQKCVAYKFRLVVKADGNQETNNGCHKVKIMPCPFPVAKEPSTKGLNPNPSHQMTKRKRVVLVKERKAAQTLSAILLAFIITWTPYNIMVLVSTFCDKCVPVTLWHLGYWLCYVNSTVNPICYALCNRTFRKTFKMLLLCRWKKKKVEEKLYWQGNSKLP
# M5 ag: agonists of human muscarinic M5 receptor (CHRM5) | CHO-K1 hM5 cells, Fluo-8 calcium fluorescence; 0% DMSO wells, 100% maximal acetylcholine response | 0.19% of 360,000 active | AID 624037 | activation, % at 3 µM | P08912;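 active means activation above the run's mean over test compounds plus 3 SD, cut at about 23% in these data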;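 further: signal is peak over basal fluorescence ratio across the kinetic read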
# CHRM1 antagonist: human CHRM1 antagonism | CHO-K1 hM1, Fluo-8 calcium fluorescence, ACh EC80 antagonist | AID 588852 | P11229 | inhibition, % at 3 µM | 1.3% of 360,000 active;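 active means percent inhibition above its own plate's cutoff, namely the mean of that plate's compound wells plus 3 SD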;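 further: peak over basal fluorescence ratio during 140 s after agonist addition; 0% = ACh EC80 plus DMSO and 100% = DMSO alone without agonist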
# CHRM1 PAM: potentiates human M1 receptor response to acetylcholine; activation, % at 3 µM; CHO-K1 hM1, Fluo-8 calcium fluorescence, ACh EC20; 0% = ACh EC20, 100% = maximal ACh; 0.088% of 360,000 active; P11229; in the data active means activation above about 19%, passing the limit was not always enough
# M4 ag: CHRM4 agonism in calcium assay | P08173 | 0.14% of 360,000 active | CHO-K1 hM4/Gqi5, Fluo-8 calcium fluorescence; vehicle 0%, full acetylcholine response 100% | activation, % at 3 µM;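 active means activation above the run mean over all test wells plus 3 SD, cut at about 32% in these data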;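 further: peak over basal fluorescence ratio per well then scaled between controls; 0% = DMSO wells and 100% = acetylcholine at EC100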
# Target sequence (P08173 whole entry, looked up): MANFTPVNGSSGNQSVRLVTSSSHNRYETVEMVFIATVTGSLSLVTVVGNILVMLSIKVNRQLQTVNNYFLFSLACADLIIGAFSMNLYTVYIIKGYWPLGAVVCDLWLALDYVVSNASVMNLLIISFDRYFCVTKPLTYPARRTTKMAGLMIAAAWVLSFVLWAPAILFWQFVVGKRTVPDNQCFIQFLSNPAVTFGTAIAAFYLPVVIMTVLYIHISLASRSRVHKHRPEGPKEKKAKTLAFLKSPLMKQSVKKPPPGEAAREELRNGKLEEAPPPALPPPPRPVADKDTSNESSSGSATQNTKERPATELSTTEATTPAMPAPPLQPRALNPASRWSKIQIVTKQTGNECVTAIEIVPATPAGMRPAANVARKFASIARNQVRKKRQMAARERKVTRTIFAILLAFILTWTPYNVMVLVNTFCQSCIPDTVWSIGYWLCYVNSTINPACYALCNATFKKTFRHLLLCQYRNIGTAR
# CHRM4 antagonist: blocks acetylcholine activation of human M4 receptor. P08173. CHO-hM4 cells, ACh EC80, Fluo-8 calcium fluorescence. inhibition, % at 3 µM. 0.73% of 360,000 active. AID 624125;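 active means inhibition above its plate's cutoff, the mean inhibition of sample wells plus 3 SD, cut at about 27% in these data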;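 further: 0% = acetylcholine EC80 with DMSO and 100% = DMSO without agonist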
# M5 PAM: potentiates acetylcholine response at human M5 receptor | 0.3% of 360,000 active | AID 624038 | CHO-K1 hM5, Fluo-8 calcium, ACh EC20 PAM; 0% = ACh EC20, 100% = ACh EC100 | activation, % at 3 µM | P08912;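 active means activation above the run cutoff, the mean activation of all test compounds plus 3 SD, cut at about 18% in these data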
#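 System: CHO-K1 hM5 cells. Reagent: acetylcholine, EC20 level. Compound dosing: single dose, 3 µM nominal final test concentration. Timing: Post-acetylcholine fluorescence recording 140 s. Detection: Fluo-8 calcium fluorescence. Read-out: % activation, ACh-normalized. Benchmarks: ACh EC20 and EC100 wells. Repeats: singlicate, one well per test compound.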
# CHRM1 agonist: human M1 muscarinic receptor agonism; CHO-K1 hM1, Fluo-8 calcium fluorescence, agonist mode; 0% DMSO, 100% acetylcholine EC100; AID 588814; 0.33% of 360,000 active; activation, % at 3 µM;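 active means activation above the run's mean compound activation plus 3 SD, cut at about 16% in these data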;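 further: peak over basal fluorescence ratio within a 140 s kinetic read after compound addition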
# Active calls of the source: *; x = not tested or not shown. These rows are one share of the data. The share of hits here may be higher or lower than overall.
SMILES,TAAR1 ag,CHRM5 antagonist,M5 ag,CHRM1 antagonist,CHRM1 PAM,M4 ag,CHRM4 antagonist,M5 PAM,CHRM1 agonist
O=C1NC(c2ccccc2)(C(F)(F)F)SC2=CCCCCN12 (stereo unspecified),28,0,-7,1,-5,0,-3,-5,-5
O=C(Nc1ccc(S(=O)(=O)N2CCOCC2)cc1)c1cccc(Br)c1,3,14,-2,15,-8,4,-11,-6,-3
CC[n+]1c(-c2ccccc2)csc1Nc1c(C)n(C)n(-c2ccccc2)c1=O,7,11,-9,51*,-26,1,4,-18,-9
CC1CCN(S(=O)(=O)c2ccc(NC(=O)CSc3nnnn3C)cc2)CC1,8,4,3,-1,1,0,6,-5,-6
Cc1ccc2nsnc2c1NC(=O)Cc1ccc(Cl)cc1,4,-3,2,-13,14,1,-2,1,-3
Cc1nnc(NC(=O)c2ccc3nccnc3c2)s1,1,0,-2,-13,10,1,-2,3,-1
CC(=O)N1CCN(C(=S)c2ccc(Cl)cc2)CC1,0,2,-3,-9,3,1,2,1,-8
CC(=O)Nc1ccc(NC(=O)Cc2ccc(S(=O)(=O)N3CCCCC3)s2)cc1,2,9,-3,-6,6,1,-3,-2,-7
CC(=O)N(c1ccccc1Cl)S(=O)(=O)c1ccc(Cl)cc1,2,-7,-9,-5,3,1,-2,1,-16
Cc1cc(C(=O)N/N=C/c2ccco2)c2ccccc2n1,3,4,-2,-5,4,1,6,1,-2
O=[N+]([O-])c1cc(C(F)(F)F)ccc1NCCNC(=S)Nc1ccc(Cl)cc1,14,16,7,9,-6,12,12,-9,2
CCOc1ccc(CN(C)C(=O)CNC(=O)c2ccc(Br)o2)cc1OC,-1,10,2,-1,4,2,8,0,-1
Cc1ccccc1NC(=O)CSc1nc(-c2ccccc2)cc(=O)[nH]1,1,9,2,-12,5,0,6,2,0
COc1cc(NC(=O)CCn2c(=S)[nH]c3ccccc3c2=O)cc(OC)c1OC,13,10,0,-12,5,1,1,-2,-1
Cc1cccc(/C=N/NC(=O)c2ccc(NC(=O)c3ccc(Cl)cc3)cc2)n1,3,0,1,-7,3,9,-4,1,-3
NC(N)=NC(N)=NCCc1ccccc1,5,0,0,-22,-4,0,-7,-1,-7
NNC(=O)c1oc2nc(-c3ccc(Cl)cc3)cc(-c3ccccc3)c2c1N,-1,7,-2,-10,15,0,-2,0,0
CC(C)CNC(=O)CSc1ccc(S(=O)(=O)N(C)C2CCCCC2)cn1,0,4,5,-15,7,3,6,-3,-2
O=C(CN(Cc1ccc(F)cc1)C(=O)CNS(=O)(=O)c1ccc(F)cc1)NCC1CCCO1 (stereo unspecified),0,2,-2,-6,6,0,11,0,-6
Cn1c(=O)c2sccc2n2c(CCCC(=O)NCCc3ccc(S(N)(=O)=O)cc3)nnc12,9,5,-4,-12,10,2,-4,0,-6
Cc1ccc2[nH]c(=O)c(CN(Cc3cccs3)S(=O)(=O)c3ccc4c(c3)OCCO4)cc2c1,1,4,0,-9,8,0,2,-1,-5
Clc1c(CSc2nc3ccccc3o2)nc2sccn12,14,-3,-8,16,-11,0,12,4,-7
COc1ccc(N2CCN(C(=O)C3CCCO3)CC2)cc1 (stereo unspecified),12,0,1,-4,3,1,1,5,0
CC1CCCN(C(=O)COC(=O)c2n[nH]c3ccccc23)C1 (stereo unspecified),0,2,2,-18,7,1,-10,1,-3
CCOc1ccccc1NC(=O)NNC(=O)c1ccc2ccccc2c1,0,-4,-2,-4,9,6,-16,-1,-3
Cc1ccc(C(=O)N2N=C(c3ccccc3O)CC2c2ccccc2)cc1 (stereo unspecified),-2,6,-3,2,4,0,-2,-2,-2
COc1ccc(-c2nc(=S)c3c(n2CCN2CCOCC2)CC(C)(C)OC3)cc1,9,-5,-1,-5,5,0,2,9,-4
O=C(O)C1C2CCC(C2)C1C(=O)NCc1ccccn1 (stereo unspecified),8,-3,-2,-3,2,1,-10,-2,-4
O=C(Nc1ccccc1)c1cc(C2CCCCN2S(=O)(=O)c2cccs2)on1 (stereo unspecified),1,9,-2,-3,-4,6,-5,-4,-6
O=S(=O)(NCC1CCCO1)c1ccc(-c2ccc(Cl)cc2)cc1 (stereo unspecified),4,0,0,-2,9,4,11,3,-7
CC(Cc1ccccc1)C(=O)N1CCN(C)CC1 (stereo unspecified),2,11,-9,3,-1,0,-13,11,-10
N/C(=N\OC(=O)Cc1ccccc1[N+](=O)[O-])c1ccccn1,6,4,-5,-7,7,0,1,4,-6
CCOC(=O)CSc1nc2c(c(=O)[nH]c(=O)n2C)n1CCc1ccccc1,18,0,-2,1,-5,1,9,-3,1
O=C(Cn1cccc1C(=O)c1ccccc1)NCc1ccccc1,5,-8,-4,-8,3,0,-14,10,-4
O=C(Nc1ncc(C(F)(F)F)cc1Cl)C1COc2ccccc2O1 (stereo unspecified),4,-5,-3,17,-10,0,11,-7,-2
Nc1nc2c(ncn2[C@H]2C[C@H](O)[C@@H](CO)O2)c(=O)[nH]1,2,-1,1,-26,7,1,1,-1,-2

# Structures from the list above with a furan ring, fused or not, in the order listed:
SMILES,TAAR1 ag,CHRM5 antagonist,M5 ag,CHRM1 antagonist,CHRM1 PAM,M4 ag,CHRM4 antagonist,M5 PAM,CHRM1 agonist
Cc1cc(C(=O)N/N=C/c2ccco2)c2ccccc2n1,3,4,-2,-5,4,1,6,1,-2
CCOc1ccc(CN(C)C(=O)CNC(=O)c2ccc(Br)o2)cc1OC,-1,10,2,-1,4,2,8,0,-1
NNC(=O)c1oc2nc(-c3ccc(Cl)cc3)cc(-c3ccccc3)c2c1N,-1,7,-2,-10,15,0,-2,0,0

# (more compounds)
SMILES,TAAR1 ag,CHRM5 antagonist,M5 ag,CHRM1 antagonist,CHRM1 PAM,M4 ag,CHRM4 antagonist,M5 PAM,CHRM1 agonist
COc1ccc(CN2C(=O)CN(S(C)(=O)=O)CC2(C)C(=O)NC(C)C)cc1OC (stereo unspecified),9,1,2,x,x,1,-12,-1,x
O=c1oc(Cl)c(Cl)c2ccccc12,0,-3,1,2,-3,0,-3,0,-3
Cc1cc(C)c(O)c(-c2cc(C(=O)NCc3ccccc3)[nH]n2)c1,1,5,-3,10,-5,5,3,-11,-4
CC(=O)Nc1cc(-c2cccc(C(=O)NCCN(C)C)c2)cn2c(-c3ccc(F)c(Cl)c3)cnc12,0,-3,-2,-4,-10,1,-2,2,-9
COc1ccc(-c2nc(NC(=O)c3ccco3)sc2C)cc1,7,2,1,-9,9,8,-12,-6,0
CCCN1C(=O)c2ccccc2NC1c1ccc(C)cc1 (stereo unspecified),2,12,-4,7,4,0,-6,-1,-9
COc1ccc(/C=N/NC(=O)COc2ccc(Cl)cc2Cl)cc1Cn1nc(C)cc1C,0,-1,1,3,9,1,-5,8,-2
CS(=O)(=O)N1CCc2cc(C(=O)N3CCN(c4ccccc4)CC3)ccc21,0,-2,-2,4,-1,2,-6,-6,-4
COc1cccc(-c2cc(C(F)(F)F)nc(-n3cccn3)n2)c1,13,0,-11,-2,2,1,6,5,-3
Cn1c(CNC(=O)CNC(=O)c2ccccc2)cc(=O)n(C)c1=O,3,8,-1,0,-1,0,5,0,-2
CCC(C(=O)OC)n1cnc2c(nnn2-c2ccccc2)c1=O (stereo unspecified),1,-3,1,5,15,2,-14,0,9
COc1ccc(/C=C/c2cc(C(=O)O)c3ccccc3n2)cc1,0,19,17,4,0,18,9,-12,8
O=C(NCC(c1ccco1)N1CCc2ccccc2C1)c1ccc([N+](=O)[O-])cc1 (stereo unspecified),5,3,-6,-15,10,0,0,-2,-6
O=c1cc(-c2ccccc2)nc2nc(CCc3ccccc3)[nH]n12,0,-9,-7,-16,8,1,-12,3,-4
Fc1ccc(C2CC(c3ccc(F)cc3)n3ncnc3N2)cc1 (stereo unspecified),9,1,0,-4,10,1,5,3,-4
CC(=O)Nc1cc2c(ccc3ccccc32)oc1=O,2,10,-3,-3,4,0,-6,-4,-4
c1cc(CNc2ccc3c(c2)OCO3)ccn1,6,-1,-2,-32,7,0,-7,-5,-6
CC(NC(=O)c1cccc(S(=O)(=O)N2CCCCCC2)c1)c1ccccc1 (stereo unspecified),-2,-4,-3,0,1,2,-3,4,-6
CCN(C(=O)COC(=O)c1cccc(S(=O)(=O)N2CCOCC2)c1)C1CCS(=O)(=O)C1 (stereo unspecified),3,10,-2,-7,11,0,-12,2,-3
COc1ccc(-c2nc(NCCCN(C)C)c3ccccc3n2)cc1,1,6,0,-14,16,1,13,0,-5
O=C(O)c1ccc(NS(=O)(=O)c2ccc(N3C(=O)CCC3=O)cc2)cc1,0,6,0,2,2,1,3,-2,-4
COc1ccccc1N1CCN(C(=O)c2sc3nc(C)nc(N4CCN(c5ccccn5)CC4)c3c2C)CC1,7,22,-4,13,-5,16,1,-10,-7
Cc1cccc(CN2CCN(C3CN(Cc4cn(Cc5ccccc5C(F)(F)F)nn4)S(=O)(=O)C3)CC2)c1 (stereo unspecified),-1,-2,0,-39,-2,5,-5,3,-3
CN(Cc1cccs1)C(=O)C1CCN(S(=O)(=O)c2ccccc2)CC1,3,-3,4,-5,9,3,-8,4,-1
Cc1ccc(NC(=O)Nc2c(C)[nH]c(=O)[nH]c2=O)cc1Cl,5,10,-1,8,3,0,-5,-3,-2
O=C(Nc1ccc(C(F)(F)F)cc1[N+](=O)[O-])O[C@H]1[C@H](Cc2ccccc2)NS(=O)(=O)[C@H]2C[C@@H]3C=C[C@]12O3,8,2,1,5,-1,8,1,-5,-1
CC(=O)Nc1sc(C)c(C)c1C(=O)OCC(=O)N(CC(C)C)c1c(N)n(Cc2ccccc2)c(=O)[nH]c1=O,-1,3,1,-14,9,1,-16,-4,-2
CCC(CC)NC(=O)Nc1ccccc1C(F)(F)F,-3,-2,3,-27,6,0,-2,10,-3
CCC(=O)N1c2ccccc2-c2nnc(SC)nc2OC1c1ccc(OC)c(OC)c1 (stereo unspecified),2,1,2,-5,7,1,0,-2,-3
COCCn1c(SCC(=O)c2ccc(Cl)cc2)nnc1C(C)C,4,11,-1,-27,6,2,0,-3,-2
CC(C)CCOc1ccc(Cl)cc1CN1CCOCC1,39*,-4,-1,-2,-3,7,-20,-8,-2
COC(=O)c1ccc(C(C(=O)NC2CCCCC2)N(Cc2ccc(F)cc2)C(=O)Cc2cccs2)cc1 (stereo unspecified),0,-8,0,2,-3,0,3,2,-8
CC(NS(=O)(=O)c1ccc(Br)cc1)C(=O)Nc1nc2ccccc2[nH]1 (stereo unspecified),1,1,2,-5,5,6,9,3,-4
CN(C(=O)CSc1nc2c(c(=O)[nH]1)CCC2)c1ccccc1,1,-2,1,4,4,-1,3,-3,-3
CCC(C)c1ccc(C(CC)NC(=O)C2CCCO2)cc1 (stereo unspecified),4,2,5,-10,8,3,5,-3,0
CC(C)NC(=O)C1(C)CSCC(=O)N1Cc1cccs1 (stereo unspecified),2,-2,1,x,x,2,-9,1,x
COc1cccc(-c2nnc(NC(=O)c3cccc(F)c3)o2)c1,10,-6,-1,1,-1,1,-19,-3,-1
